# Source: PubChem BioAssay
# ERK EGF block: inhibitors of EGF-stimulated ERK signaling pathway; AID 1454; Potency, µM (top dose mostly 11.5 µM), without a hit: top-dose activity change, negative = inhibition, actives largely listed as inhibitors; HEK293-V1b, EGF-stimulated phospho-ERK AlphaScreen; hit rate 0.41% among 130,000; active = well fitted inhibition curve with a large enough effect; inconclusive = small, poorly fitted or top-dose-only effect, or effect the other way;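 also: plate controls were stimulated vehicle wells for no effect and unstimulated vehicle basal for full effect; nearly all actives have a fitted effect of over 55% in size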
#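 Cell line HEK293 (stable V1b), low serum overnight. Pretreatment: compound 30 min, 37C. EGF 25 nM, 5 min. Detection: SureFire AlphaScreen, 5 h RT. AC50 via standard Hill equation.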
# The depositor's hits bear a star; ? = inconclusive; & = joins results of further samples; [ ] = dose if it differs, or a comment. Potency is read from the fitted curve at half-maximal effect. The list is partial; count on the stated rates, not on these rows.
# Preview:
molecule	ERK EGF block
C[C@@]12CCC=C[C@H]1[C@H](c1ccc3ccccc3c1Br)N(Cc1ccccc1)C2=O	-9.8%[57.5 µM]
CSc1nc(-c2ccccc2)nc(N2CCOCC2)c1C(C)=O	-4.9%
S=C(c1ccc(Cl)cc1)N1CCN(Cc2ccccc2)CC1	-1.7%
CC1=CC(=O)CC(C)(C)C1(O)/C=C/C(C)=C/C(=O)O (centres undefined)	-19.7%

# The whole of this part, previewed entries included:
molecule	ERK EGF block
C[C@@]12CCC=C[C@H]1[C@H](c1ccc3ccccc3c1Br)N(Cc1ccccc1)C2=O	-9.8%[57.5 µM]
CSc1nc(-c2ccccc2)nc(N2CCOCC2)c1C(C)=O	-4.9%
S=C(c1ccc(Cl)cc1)N1CCN(Cc2ccccc2)CC1	-1.7%
CC1=CC(=O)CC(C)(C)C1(O)/C=C/C(C)=C/C(=O)O (centres undefined)	-19.7%
COCCn1cnnc1SCC(=O)Nc1cccc(S(=O)(=O)N(C)c2ccccc2)c1	3.7%
O=C(c1cc(-c2ccccc2)nc2ccccc12)N1CCc2ccccc2C1	7.5%
Cc1c[n+](C)ccc1CC1C([N+](=O)[O-])=C[N-]c2ncnn21 (centres undefined)	6.7%
Cc1cc(C)c(NC(=S)NCCO)c(C)c1	5.3%[57.5 µM]
Cc1c(CN(C)C(=O)/C=C/c2ccc([N+](=O)[O-])cc2)cnn1C	-3.6%
COc1ccc(-c2csc(-c3cccnc3)n2)cc1C	-5.6%[57.5 µM]
C/C(N)=C(/C#N)C(=O)CSc1nc2ccccc2c(=O)n1CCCOC(C)C	0.3%
C=CCN1C(=O)/C(=C\c2ccc(Oc3nc(N4CCOCC4)nc(N4CCOCC4)n3)c(OC)c2)SC1=S	?
O=C(NCC1CCCO1)c1cc(S(=O)(=O)Nc2ccc(Br)cc2)ccc1Cl (centres undefined)	7.9%
COc1ccc(/C=N/NC(=O)CN2CCCc3ccccc32)c(OC)c1	-1.8%[57.5 µM]
Cc1ccc(SCc2cc(=O)[nH]c(SCC(=O)Nc3cc(Cl)ccc3Cl)n2)cc1	-13.9%
Cc1cccc(OCC(=O)NNC(=O)c2cccs2)c1	-5.4%
C=CCN1C(=O)/C(=C\c2ccco2)C(C(=O)OC)=C1C	7.9%
COc1cc(/C=C/C(=O)OCC(=O)Nc2ccc(C)cc2[N+](=O)[O-])ccc1O	-5.0%
CCOc1ccc(NC(=O)Nc2cc(OCC(F)(F)F)cc(OCC(F)(F)F)c2)cc1	-1.5%
CCOC(=O)CC(NC(=O)c1cccc2c1C(=O)N(Cc1cccnc1)C2)c1ccc(OC(C)C)cc1 (centres undefined)	4.3%[57.5 µM]
O=C1/C(=C\c2ccco2)CCC/C1=C\c1ccco1	-7.2%
FC(F)(F)c1cccc(Cc2noc(CN3CCCC3)n2)c1	-17.3%
O=C(Cc1ccc(Cl)cc1)N/N=C/c1ccccc1	-8.3%
C/C(=N\NC(=O)COc1ccc(C(C)(C)C)cc1)c1cc2ccccc2o1	-0.7%
CCOC(=O)COc1ccc2c(C#N)c3ccccn3c2c1	?

# More results.
molecule	ERK EGF block
O=C(Nc1ccccc1)c1ccc(Br)c(S(=O)(=O)Nc2cccnc2)c1	-2.4%
COc1cccc(-c2ccc(C#N)c(SCC(=O)NCc3ccco3)n2)c1	-2.3%
NS(=O)(=O)c1ccc(NC(=S)Nc2ccn(Cc3cccc4ccccc34)n2)cc1	0.8%[57.5 µM]
Cc1ccc(C(=O)O)cc1NC(=O)CSc1ncnc2sc3c(c12)CCC3	4.0%[57.5 µM]
CCOc1ccccc1Nc1nnc(SCC(=O)Nc2cccc(S(=O)(=O)NC3=NCCCCC3)c2)s1	3.1%
CCOC(=O)c1c(-c2ccc(F)cc2)csc1NC(=O)C1CC=CCC1C(=O)O (centres undefined)	-6.8%
Cc1nc2ccccc2n1S(=O)(=O)c1ccc(Br)cc1	10.1%
CCOC(=O)c1c[nH]n(-c2ccccc2)c1=O	-2.3%[57.5 µM]
COc1ccccc1N1CCN(CC(=O)N(CC(C)C)c2c(N)n(CC(C)C)c(=O)[nH]c2=O)CC1	5.2%
CC(C)=CCN1CCN(Cc2ccc(C#CC(C)(C)O)s2)CC1CCO (centres undefined)	6.5%
Cn1cc(CN2CCC(CO)(CCCc3ccccc3)CC2)c(-c2ccccc2)n1	-1.1%[57.5 µM]
NCCc1nnc(SCc2c(Cl)cccc2Cl)o1	9.6%[57.5 µM]
COc1cc(O)c2c(=O)cc(C)oc2c1CC=C(C)C	-1.3%&10.1%
O=C(O)c1nc(N2CCOCC2)nc(N2CCOCC2)n1	0.1%
Cc1ccc(OCC(=O)N2CCCC(CCC(=O)N(C)CCc3ccccn3)C2)cc1 (centres undefined)	-15.4%
CNC(=O)C12CC3CC(CC(Cl)(C3)C1)C2	0.4%
CC(Sc1cccc[n+]1[O-])C(=O)Nc1ccc([N+](=O)[O-])cc1Cl (centres undefined)	4.6%
O=C1N=C(N2CCN(c3ccccc3)CC2)S/C1=C/c1cccs1	-6.1%
O=C(CSc1ncccn1)NN=C1CCCCCC1	-2.4%
OCCOCCOc1cccc2[nH]ccc12	0.8%
Cn1c(=S)[nH]c(=O)c2ncc(=O)[nH]c21	18.2%
CC(Oc1cc(Cl)ccc1Cl)C(=O)N/N=C\c1ccnn1C (centres undefined)	8.0%
O=C(Nc1ccc2c(c1)OCO2)c1ccc(=O)[nH]n1	-9.1%[57.5 µM]
O=C(CN(Cc1ccco1)C(=O)c1nsc(Cl)c1Cl)NC1CCCCC1	-0.8%
CCN(CC)C(=O)c1sc(NC(=O)Cc2ccccc2)c(C#N)c1C	2.3%

# Later entries
molecule	ERK EGF block
COc1ccc(NC(=O)CCCn2c(=O)c3sccc3n(Cc3cccc(C)c3)c2=O)cc1	2.1%
O=C(c1ccco1)N1CCC2(CCCN(c3ccncc3)C2)CC1	-3.8%
CCc1nc(N)c(C#N)c(-c2cccc3ccccc23)c1C	1.7%
CC(C)COC(=O)C1C(=O)CC(C)(O)C(C(=O)OCC(C)C)C1c1cccnc1 (centres undefined)	-17.7%[57.5 µM]
O=C(C(=O)N1CCc2ccccc2C1)c1cn(CC(=O)N2CCOCC2)c2ccccc12	-2.7%
COC(=O)CC1Oc2cc3oc4c5ccccc5oc(=O)c4c3cc2O1 (centres undefined)	-2.7%
Cc1ccc(C(C(=O)NC(C)(C)C)N(Cc2cccnc2)C(=O)C(=O)NC2CCCCC2)o1 (centres undefined)	-7.5%
CCOC(=O)c1cc(C(C)(C)C)oc1CN	-3.3%
C/C=C(\C)C(=O)NCCN1C2=NC[C@H](Cc3ccc(O)cc3)N2C[C@H]1Cc1ccc(O)cc1	-0.3%[57.5 µM]
CN1CCS/C1=C\C=C1/SC(=S)N(CC(=O)O)C1=O	-8.3%
CCC(C)(NC(=O)c1ccccc1)C(=O)O (centres undefined)	3.6%
O=C(O)CCC(=O)N1N=C(c2c(-c3ccccc3)c3cc(Cl)ccc3[nH]c2=O)CC1c1ccccc1 (centres undefined)	-2.1%
COc1ccc(C2CC(=O)C=C(NNS(=O)(=O)c3ccc(C)cc3)C2)cc1 (centres undefined)	16.1%
Cn1cccc1Cc1nnc(SCC(=O)Nc2nccs2)n1CCc1ccccc1	4.5%
O=C(COc1ccccc1)N/N=C/c1sc(=O)n(Cc2cccc(C(=O)O)c2)c1Cl	0.6%[57.5 µM]
Cn1cc2cc([N+](=O)[O-])ccc2n1	-5.1%
N/C(=N\NC(=O)c1ccc(F)cc1)c1cc2ccccc2oc1=O	-3.2%
O=C(Cn1nnc(-c2ccccc2NC(=O)c2ccccc2F)n1)NC1CCCC1	-4.4%
O=C(CN1CCCCC1)NCCNc1ccc(C(F)(F)F)cc1[N+](=O)[O-]	-5.4%
CCc1nnc(NC(=O)CSc2ccc(-c3ccc(F)cc3)nn2)s1	5.3%
O=C(O)CCC(=O)N1N=C(c2ccccc2)CC1c1ccc2nccnc2c1 (centres undefined)	-5.2%
COc1c2occc2c(OC)c2c(=O)cc(C(F)(F)C(F)(F)F)oc12	3.8%[57.5 µM]
CN(C)c1ncc2ncc(=O)n(Cc3cccs3)c2n1	5.1%
O=C(COC(=O)c1ccc(S(=O)(=O)N2CCc3ccccc3C2)cc1)NC1CCS(=O)(=O)C1 (centres undefined)	-3.6%
Cc1ccccc1Nc1nc(N)nc(CSc2nncn2C)n1	-7.0%

# More results
Structure | ERK EGF block
C=C(C)CNC(=S)N/N=C/c1ccc(N2CCOCC2)cc1 | 0.7%
Brc1ccc2ncc(Br)cc2c1 | 3.0%
CCCCc1ccc(NC(=O)COc2ccc(C(=O)Nc3ccccc3C)cc2)cc1 | 4.0%
CCOC(=O)c1c(C)c(C(=O)NCc2ccco2)c(C)n1CC | 0.0%
CCC(C)Sc1nc2c(c(=O)[nH]1)C(c1cccs1)C1=C(CCCC1=O)N2 (centres undefined) | 9.4%
Cc1ccc(S(=O)(=O)N2CCOCC2)cc1C(=O)c1nccn1C | 3.8%
CCOc1ccc(-c2cc(C(=O)OC)[nH]n2)cc1 | -10.8%
Cc1cccc(CN2CCN(Cc3ccc4nonc4c3)CC2CCO)n1 (centres undefined) | 1.8%

# New compounds follow
Structure | ERK EGF block
CCN1C(C)=C(C)S/C1=C1\SC(=S)N(C2CCCCC2)C1=O | -5.5%
Cc1sc(NC(=S)Nc2ccc(F)cc2)c(C(N)=O)c1C | -1.4%
COc1cc2c(Cc3c4c5c(cc(OC)c(OC)c5c5c(OC)c(OC)ccc35)CCN4C)c3c4c(cc(OC)c(OC)c4c2cc1OC)CCN3C | -2.3%
COc1ccccc1CN1CCC2(CC1)CCN(C(=O)c1ccncc1)CC2 | 9.0%
CNS(=O)(=O)c1cc(OC)c(OC)cc1CC(=O)OC | -0.9%
COC(=O)[C@]12C(=O)C(C)=C(O)[C@@]1(C)C(C)=CC1[C@@]34CC[C@@H](OC(C)=O)C(C)(C)C3C(C[C@]12C)OC4=O (some centres undefined) | -7.4%[57.5 µM]
CC1CCCCC1NCC(=O)NCc1ccc(F)cc1 (centres undefined) | -1.3%
N#Cc1ccc(C(=O)Nc2nc(-c3cccs3)c(C(=O)C(F)(F)F)s2)cc1 | -7.8%

# New compounds follow
Structure | ERK EGF block
CC1(C)CC(=O)C=C(NNC(=O)c2cccnc2)C1 | 41.8%[57.5 µM]
O=C(NNc1nc2c(F)cccc2s1)c1cc(=O)c2ccccc2o1 | ?
COC(=O)c1ccc(-c2nc(O)c(C)s2)cc1 | 4.0%
CC(C)(C)c1csc(Sc2ncccc2[N+](=O)[O-])n1 | 6.9%[57.5 µM]
O=C(Cc1ccccc1)O/N=C1\CCCc2ccccc21 | -12.0%
O=C(NC1CC1)C1=C[C@H](c2ccc(C(F)(F)F)cc2)C[C@H](OCc2ccc(CO)cc2)O1 | -19.0%[57.5 µM]
COc1ccc(S(=O)(=O)N2CCOCC2)cc1NC(=O)COC(=O)C1=COCCO1 | -7.6%[57.5 µM]
Cc1cc(C(=O)NNC(=O)CCN2CCN(c3ccccc3)CC2)c2ccccc2n1 | 1.6%

# Next section
Structure | ERK EGF block
COC(=O)[C@@]1(Cc2ccccc2)[C@H]2c3cc(C(=O)N(C)C)n(Cc4cc(C)n(C)n4)c3C[C@H]2CN1C(=O)c1ccccc1 | -3.5%
COc1ccc(NC(=O)COC(=O)Cc2ccc(-c3ccccc3)cc2)c(OC)c1 | -4.7%
CSc1sc(-c2ccnc(SCCS(C)(=O)=O)n2)c(-c2ccccc2)c1C#N | 7.2%[57.5 µM]
O=C(CSc1nc(-c2ccccc2)cc(C(F)(F)F)n1)NCc1cccs1 | 4.1%
S=C(NCCc1ccncc1)Nc1cccc2ccccc12 | -0.5%
CCn1c(SCC(=O)NNC(=O)c2ccc(C)cc2)nnc1-c1ccco1 | 2.2%
O=C(Nc1ccccc1-c1nc2ccccc2[nH]1)c1ccc(N2C(=O)CCC2=O)cc1 | ?
O=C(CN1CCCCCC1)N/N=C/c1cccc(Cl)c1 | 0.6%

# The list goes on, starting with the last 2 of the part before.
Structure | ERK EGF block
O=C(Nc1ccccc1-c1nc2ccccc2[nH]1)c1ccc(N2C(=O)CCC2=O)cc1 | ?
O=C(CN1CCCCCC1)N/N=C/c1cccc(Cl)c1 | 0.6%
COC(=O)c1ccc(N2CCN(C(C)=O)CC2)c(NC(=O)c2cccnc2)c1 | -6.3%
c1ccc(-n2ncc3cccnc32)cc1 | 12.0%[57.5 µM]
O=C(O)c1ccc(NS(=O)(=O)c2ccc3c(c2)C2C=CCC2C(c2ccccc2F)N3)cc1 (centres undefined) | -1.2%[57.5 µM]
O=C(NC1CCCCC1)Nn1c(-c2ccccc2)nc2ccccc2c1=O | 2.5%
Cc1c(C)c2c(c(C)c1O)CC[C@@](C)(CCC[C@@H](C)CCC[C@@H](C)CCCC(C)C)O2 | 4.5%[25.7 µM]
O=C(Nc1nnc(SCC(=O)N2CCCc3ccccc32)s1)c1cccc2ccccc12 | 2.0%
CCOC(=O)Cc1csc(NC(=O)c2ccc(S(=O)(=O)N3CCOCC3)cc2)n1 | 8.1%
CCCCOc1ccc(C(=O)C(CN2CCOCC2)c2ccccc2)cc1 (centres undefined) | 1.5%

# (more compounds)
Structure | ERK EGF block
Cc1ccc(NC(=O)CN(c2ccccc2)S(=O)(=O)N(C)C)cc1C | 7.2%
Cn1c(COc2ccc3ccccc3c2)nnc1SCC(=O)OC1CCCCC1 | ?
COC(=O)c1nn(-c2cccc(C)c2)c2nnc(Cc3ccc(C)cc3)c(=O)n12 | 10.0%
CC(C)NC(=O)c1ccccc1NC(=O)CCc1ccccc1 | -6.2%
CCC(O)(CC)C(=O)N=Nc1c(O)[nH]c2ccccc12 | 9.2%
CC(C)(C)C1C=C(Sc2ccccc2)C(=O)O1 (centres undefined) | 9.5%
C=C(C)Cn1c(C2CC(=O)N(c3ccccc3F)C2)nc2ccccc21 (centres undefined) | -5.5%
CCN1C(=O)c2ccccc2S(=O)c2ccc(C(=O)NCc3ccccn3)cc21 (centres undefined) | 11.5%
CCOC(=O)C1=C(C)N(c2ccccc2)C(=O)/C1=C\c1cccs1 | ?
